NOD2 inhibition – inhibition of NOD2-driven NF-kB reporter – cell-based, luminescence, uHTS, HEK293 (AID 1566) | HEK293 NOD2/NF-kB luciferase reporter, luminescence; higher % means a stronger effect | inhibition, % at 4 µM; hits with a dose series show EC50 in µM | hit rate 0.63% among 290,000; note: many of its hits are not listed in these tables
CSM14.1 death rescue – protection against thapsigargin-triggered cell killing – 384-well, CSM14.1, ATP luminescence, primary screen (AID 1222); CSM14.1 thapsigargin-induced death rescue, ATP luminescence; higher % means a stronger effect; 190,000 tested, under 10 active; cellular ATP content (survival), % at 20 µM; hits with a dose series show EC50 in µM;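 active = EC50 below 50 µM in the dose-response confirmation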;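 note: death triggered by thapsigargin at about 15 µM added after 2 h compound pretreatment; cell ATP read after overnight thapsigargin exposure of roughly 18 to 22 hours; normalized against plate controls of thapsigargin alone and 5% DMSO vehicle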
GPR55 activation – selective activators of receptor GPR55 – imaging, U2OS cells, beta-arrestin-GFP redistribution, primary screen (AID 1961). U2OS GPR55 beta-arrestin-GFP redistribution imaging; higher % means a stronger effect. activation, % at 10 µM; hits with a dose series show EC50 in µM. hit rate 0.048% among 290,000;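 active = activation above 40% with more than 50 cells counted in the well; inconclusive = wells holding fewer than 50 cells, flagged as toxic or sparse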;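 note: U2OS osteosarcoma cells stably expressing GPR55 and beta-arrestin-GFP; plate controls were DMSO negative control for no effect and LPI positive control for full effect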
TNAP activators – human TNAP enzyme activators, primary screen, biochemical, luminescent, no phosphate acceptor, uHTS (AID 1001) | purified TNAP, luminescent activation assay, no phosphate acceptor; higher activation fold means a stronger effect | activation fold at 20 µM, or EC50 in µM where a hit was titrated | hit rate 0.03% among 200,000; in the data active = activation fold from about 3, or a potency from the dose series; inactive = the rest, 99 in 100 with activation fold below about 1.6; note: many of its hits are not listed in these tables
KOR beta-arrestin-1 – kappa opioid receptor blockers – cell-based, luminescence, uHTS (AID 1778); KOR beta-arrestin recruitment, luminescence, antagonist mode; higher % means a stronger effect; inhibition, % at 10 µM, or IC50 in µM where a hit was titrated; hit rate 0.091% among 290,000; note: strong numbers were not always called active
NOD1 NF-kB reporter – inhibition of NOD1-driven NF-kB reporter – cell-based, luminescence, uHTS, primary screen (AID 1578); one-dose inhibition, % at 4 µM; EC50 in µM for titrated hits; hit rate 1% among 290,000; NOD1-driven NF-kB luciferase reporter cells, luminescence; higher % means a stronger effect; in the data active = inhibition mostly above about 36%, no sharp cut-off; inactive = mostly below about 34%;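 note: HEK-293T reporter cells stimulated with the NOD1 agonist gamma-tri-DAP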
NTR1 agonist – agonists of NTR1, primary screen, imaging, U2OS cells, beta-arrestin-GFP, high content (AID 493036); hit rate 0.17% among 330,000; NTR1-U2OS beta-arrestin-GFP spot imaging, agonist mode; activation, % at 20 µM; P30989;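 active = activation at or above 40% of the spot to cytoplasm intensity ratio, with at least 20 cells analyzed; inconclusive = wells under 20 cells, flagged as cytotoxic or low count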;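 note: 0% = DMSO without peptide and 100% = 100 nM NTR1 peptide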
Target sequence (P30989 whole entry, looked up): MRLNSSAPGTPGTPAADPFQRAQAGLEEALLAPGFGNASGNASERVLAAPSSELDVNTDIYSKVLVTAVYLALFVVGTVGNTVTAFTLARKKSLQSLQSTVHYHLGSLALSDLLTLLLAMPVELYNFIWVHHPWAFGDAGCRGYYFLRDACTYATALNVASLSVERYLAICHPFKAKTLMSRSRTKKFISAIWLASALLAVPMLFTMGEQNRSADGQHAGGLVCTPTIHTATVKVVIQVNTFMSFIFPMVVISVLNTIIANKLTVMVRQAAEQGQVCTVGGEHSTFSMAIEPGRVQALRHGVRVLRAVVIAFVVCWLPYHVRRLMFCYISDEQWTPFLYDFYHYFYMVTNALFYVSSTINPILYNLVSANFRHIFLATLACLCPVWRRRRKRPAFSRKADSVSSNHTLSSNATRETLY
Yfh1-depleted yeast – mitochondrial function rescue without frataxin homolog – Friedreich's ataxia, plus single-dose screen, dose response (AID 1465); hit rate 0.074% among 220,000; S. cerevisiae Yfh1-off respiration, WST-1 reduction, 72 h; higher fold induction means a stronger effect; one-dose fold induction at 50 µM; EC50 in µM for titrated hits;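 active = fold induction of absorbance versus untreated yeast above a set limit, then at least 30% activation at any dose in follow-up; inconclusive = repeats straddling the limit, or above it without dose testing; inactive = fold induction below the set limit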;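 note: activators that raise dye reduction in frataxin-depleted yeast; strong numbers were not always called active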
KOR beta-arrestin-2 – KOR agonists, beta-arrestin recruitment, primary screen, cell-based, luminescence, uHTS (AID 1777); KOR beta-arrestin recruitment, luminescence; higher % means a stronger effect; activation, % at 10 µM, or EC50 in µM where a hit was titrated; hit rate 0.02% among 280,000; in the data active = activation above about 50%, passing the limit was not always enough; note: a part of the inactive calls stands beside numbers as strong as those of hits
NTR1 agonist cell count 20 µM – second read-out of NTR1 agonist, no call of its own (marks repeat the call); cell count; measured here: cell count, cytotoxicity flag
Numbers without * were called inactive; i = inactive; ? = inconclusive; nt = not tested or not shown; [ ] = remark or other dose. Cut-off read from the data, not from the text of the source, unless noted: active = inhibition above about 50%; inactive = the rest. These rows are one share of the data; rates above refer to the full screens.

SMILES | NOD2 inhibition | CSM14.1 death rescue | GPR55 activation | TNAP activators | KOR beta-arrestin-1 | NOD1 NF-kB reporter | NTR1 agonist | NTR1 agonist cell count 20 µM | Yfh1-depleted yeast | KOR beta-arrestin-2
COc1ccc(C(=O)NCCOc2cccc(OC)c2)cc1 | 12% | 0.7% | -0.1% | 1.1 | 3%[20 µM] | -33% | 0.4 | 81 | i | -5.0%
Cc1ccc(NC(=O)COc2ccc(Br)cn2)cc1 | 4% | nt | 0.5% | nt | 2% | 7% | -0.1 | 56 | i | 1.3%
Clc1ccccc1-c1nnc(-c2ccccc2Cl)o1 | -57% | -0.2% | -0.3% | 1 | 8% | -52% | 2.7 | 47 | i | 5.9%
O=C1CCC([N+](=O)[O-])C(c2ccccc2C(F)(F)F)N1 (configuration not stated) | 19% | nt | -0.2% | nt | 36% | -15% | -1.2 | 90 | nt | -3.4%
CN1CCN(c2ccccc2NC(=O)c2ccc(-c3ccc(Cl)cc3Cl)o2)CC1 | -9% | -0.2% | -0.1% | 1.1 | -12% | 13% | 14 | 74 | i | 5.0%
COC(=O)CN(c1cccc(C)c1)S(=O)(=O)c1ccccc1 | 19% | nt | -0.1% | nt | 9% | -7% | 1.0 | 83 | nt | -2.6%
COC(=O)CCCCCCCCCC[N+]1(C)CCCCC1 | 11% | -2.4% | -0.3% | 1.2 | 3% | -18% | -0.6 | 41 | i | 3.8%
O=c1c2c3nc4ccccc4nc3n(/N=C/c3ccccn3)c2ncn1-c1ccccc1 | 6% | nt | -0.2% | nt | 1% | -2% | 4.8 | 111 | i | 0.7%
Cn1cc(C(=O)N/N=C/c2ccc([N+](=O)[O-])cc2)c2ccccc21 | 13% | nt | 0.6% | nt | -9% | -6% | 4.9 | 67 | i | 5.2%
O=C(O)CC(NC(=S)NCc1ccccc1)C(=O)O (configuration not stated) | 22% | 2.5% | -0.2% | 1.1 | -29% | 46% | -0.5 | 65 | i | -5.9%
O=C(O)c1cccnc1SCc1ccccc1Cl | 7% | 5.6% | -0.1% | 1 | -17% | -40% | -0.1 | 50 | i | 6.6%
CCN(CC)C(=O)CNC(=S)N(CCCN1CCOCC1)Cc1cccs1 | 8% | 0.2% | -0.3% | 1.1 | 11% | -23% | -1.4 | 49 | i | -3.5%
COC(=O)c1cccc(CSc2nc(-c3ccccc3)c(C#N)c(=O)[nH]2)c1 | -3% | nt | 0.0% | nt | -43% | 15% | 2.4 | 69 | nt | 1.3%
O=C(/C=C/c1ccccc1Cl)Nc1ccc(S(=O)(=O)Nc2ncccn2)cc1 | 2% | -1.9% | 0.1% | 0.9 | -36% | 29% | -0.2 | 29 | i | 11%
COc1ccccc1NS(=O)(=O)c1cc(NC(=O)c2ccc(=O)[nH]c2)ccc1N1CCOCC1 | 7% | 0.5% | 0.2% | 1 | -30% | -14% | -1.5 | 55 | i | 2.2%
Cc1cc(OC(C)C(=O)NCC2CCCO2)cc(C)c1Cl (configuration not stated) | -1% | nt | 0.0% | nt | -4% | -25% | -0.2 | 57 | nt | -1.7%
O=S(=O)(c1ccc(Cl)cc1)N1CCN(c2nc(-c3cccs3)nc3ccccc23)CC1 | -21% | -1.6% | -0.2% | 1 | 18% | -7% | nt | nt | i | 4.7%
Cc1ccc(N(CC(=O)NCc2ccc3c(c2)OCO3)S(C)(=O)=O)cc1 | 5% | 0.0% | -0.3% | 1.1 | 6% | -12% | 1.5 | 87 | i | -1.3%
Nc1nc(=S)n(-c2ccccc2)[nH]1 | -6% | -0.8% | 0.2% | 1 | -1% | 24% | 2.8 | 40 | i | 18%
CCn1ncc(Br)c1C(=O)Nc1ccc(-c2ccno2)cc1 | 29% | nt | -0.1% | nt | -35% | 6% | 0.5 | 60 | nt | 3.9%
CC1=NN(C(N)=S)C(=O)C1N=Nc1cccc(Cl)c1C (configuration not stated) | -44% | nt | 0.3% | nt | -59%[20 µM] | -33% | 4.4 | 45 | nt | 2.3%
COC(=O)C1=C(N)n2c(s/c(=C\c3cccnc3)c2=O)=C(C(=O)OC)C1c1cccnc1 (configuration not stated) | 13% | -1.3% | -0.2% | 1.1 | -1% | 14% | nt | nt | i | -2.6%
COc1ccc(/C=N/N2C(=N)SCC2=O)cc1 | -37% | nt | 1.1% | nt | 13% | -8% | 0.1 | 50 | i | 2.1%
Cc1nc(SCC(=O)NC2CCCC2)c2c(C)c(C)sc2n1 | 24% | nt | 0.0% | nt | -23% | -11% | 0.2 | 63 | nt | -1.5%
CCOc1ncccc1C(=O)OCC(=O)c1ccccc1 | 16% | -1.8% | -0.1% | 1.1 | -33%[20 µM] | -22% | -1.4 | 63 | i | -3.6%
Cc1ccc(/C=C/C(=O)OCC(=O)NCCN2C(=O)CSC2=O)o1 | 6% | 1.1% | -0.2% | 1.3 | 4% | -31% | -1.8 | 69 | i | -6.8%
CC(C)CCNC(=O)CSc1nc2ccccc2s1 | -20% | -1.8% | 0.1% | 1.1 | -23% | -10% | 1.8 | 34 | i | 3.7%
Cc1onc(-c2ccccc2Cl)c1C(=O)NNC(=O)c1ccccc1F | -5% | nt | 0.0% | nt | -46% | -28% | 1.0 | 33 | nt | 8.3%
CCC(C)NCC(=O)Nc1ccc(-c2nc3cc(NC(=O)CNC(C)CC)ccc3o2)cc1 (configuration not stated) | 10% | 6.9% | -0.1% | 1.1 | 6% | -70% | 4.2 | 52 | i | -2.6%
CN1CCN(c2ccccc2NC(=O)c2ccc(F)cc2)CC1 | 8% | nt | 0.8% | nt | 17% | -1% | -0.7 | 59 | i | -2.1%
Cc1c(Cl)cccc1NC(=O)CCN1CCOCC1 | 8% | nt | -0.1% | nt | 6%[20 µM] | -16% | 0.1 | 70 | nt | -2.6%
Cc1ccc(S(=O)(=O)N2CCOCC2)cc1C(=O)Nc1nc(-c2cccnc2)cs1 | -1% | 0.3% | -0.1% | 1 | -20% | 12% | 0.1 | 48 | i | 0.0%
COc1ccccc1CNC(=O)COc1ccccc1C | 10% | nt | 0.4% | nt | -21%[20 µM] | -28% | 0.3 | 75 | nt | -3.3%
Cc1c(NC(=O)Nc2ccc(Cl)c(Cl)c2)c(=O)n(-c2ccccc2)n1C | 12% | -3.4% | -0.1% | 1.1 | -9% | 13% | -0.4 | 87 | i | -3.3%
Cc1coc2cc3oc(=O)c(CCC(=O)NCCCN4CCOCC4)c(C)c3cc12 | 18% | nt | -0.1% | nt | 2%[20 µM] | -26% | 0.5 | 82 | nt | -4.9%
CC(NC(=O)c1ccc([N+](=O)[O-])cc1Cl)C1CC2CCC1C2 (configuration not stated) | -10% | nt | -0.1% | nt | -22% | -15% | 2.1 | 43 | nt | 8.5%
Cc1cc(C)c(Cn2c(=O)n(CCCC(=O)NCc3ccco3)c(=O)c3sccc32)c(C)c1 | -9% | -0.8% | 0.0% | 1.2 | 6% | -14% | -1.4 | 83 | i | 1.4%
COc1nc(-c2ccccc2Cl)ccc1C#N | 12% | -1.5% | -0.2% | 1 | -24% | -14% | 3.5 | 49 | i | -2.6%
CCOC(=O)c1sc2nc(N3CCOCC3)c3c(c2c1N)CCN(C)C3 | 2% | -3.6% | -0.2% | 1.1 | -6% | -17% | nt | nt | i | 1.7%
O=C(NCc1ccco1)C(Cc1ccccc1)N1C(=O)c2ccccc2C1=O (configuration not stated) | 13% | 2.0% | 0.6% | 1 | -9% | 1% | 0.1 | 40 | i | 0.0%
On1nnc2c3ccccc3c3ccccc3c21 | 5% | -1.0% | -0.2% | 1.1 | -24%[20 µM] | -23% | 1.8 | 74 | i | -1.1%
CN(C)c1ccc([C@@H]2[C@@H]([N+](=O)[O-])[C@H]3C=Cc4ccccc4N3[C@H]2C(=O)c2ccc(Cl)cc2)cc1 | -4% | -1.1% | 0.0% | 0.8 | -4% | -24% | -2.5 | 59 | i | -2.5%
NNC(=O)c1ccc2c(c1)S(=O)(=O)NNC2=O | 12% | 0.2% | 0.0% | 1 | 20% | -26% | -0.4 | 50 | i | -0.2%
COc1cc(-c2cc(N)n(S(=O)(=O)c3ccc(F)cc3)n2)cc(OC)c1OC | 7% | 2.3% | 0.2% | 1 | 23% | -11% | -0.9 | 57 | i | -2.5%
O=S(=O)(c1ccc(F)c(F)c1)N1CCN(c2ccccn2)CC1 | 10% | nt | -0.2% | nt | -22% | -32% | -0.4 | 54 | nt | -4.3%
COc1ccc(/C=C2/SC(=O)N(CCNC(=O)C3COc4ccccc4O3)C2=O)cc1 (configuration not stated) | -14% | -1.2% | 1.2% | 1 | 18% | -31% | 4.0 | 81 | i | -2.4%
O=C(O)CCCCCNC(=O)CSc1nnc(-c2ccco2)n1-c1ccccc1 | -17% | nt | 0.3% | nt | -36% | -38% | 0.1 | 55 | nt | 4.7%
COc1ccc(CC(=O)Nc2nncs2)cc1OC | 3% | -2.4% | 0.3% | 1.1 | -37% | -18% | 0.6 | 49 | i | 0.5%
O=C(c1ccc(Cl)s1)N1CCN(C23CC4CC(CC(C4)C2)C3)CC1 | -7% | nt | 1.0% | nt | 15% | -2% | -0.7 | 30 | nt | -1.3%
C=CCn1c(SCC(=O)N2CCOCC2)nc2c([nH]c3ccccc32)c1=O | 6% | nt | 0.0% | nt | 6% | -5% | -0.4 | 67 | nt | -1.7%
COc1ccc(/C=C/C(=O)C(C(N)=O)=C2SCCS2)cc1 | -15% | -3.4% | ? | 1 | 28% | -16% | -2.1 | 62 | i | -2.1%
O=C(O)/C=C/C(=O)Nc1ccc2c(c1)C(=O)c1ccccc1C2=O | 8% | nt | -0.1% | nt | 25% | 6% | 1.0 | 58 | i | 11%
O=C(Cn1nc(-c2ccc(Cl)cc2)c2ccccc2c1=O)NN1CCOCC1 | -4% | nt | 0.7% | nt | -14% | 1% | -0.4 | 41 | i | 0.3%
CCN(CC)S(=O)(=O)c1cccc(NC(=O)c2cc3ccccc3o2)c1 | 9% | -3.4% | -0.2% | 1 | 0% | 11% | 2.3 | 92 | i | -1.7%
COc1ccc(NC(=O)CSc2nccn2C)cc1S(N)(=O)=O | 4% | 0.7% | -0.4% | 1 | 4% | -18% | 0.6 | 60 | i | 2.9%
CC(C)(C)c1ccc(OC(=O)c2ccc3nsnc3c2)cc1 | 7% | 0.6% | -0.2% | 1 | 23% | 22% | 4.2 | 45 | i | -2.9%
